Screening results as filed in PubChem BioAssay.
GPR151 activ – activators of human GPR151 | AID 1508602 | 650,000 compounds, 1% hits | PathHunter beta-arrestin GPR151 cells, luminescence | activation, % at 11.2 µM; in the data active = activation above about 4.9%;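 also: 0% = median of compound wells and 100% = cells with positive control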
Target sequence (Q8TDV0 whole entry, looked up): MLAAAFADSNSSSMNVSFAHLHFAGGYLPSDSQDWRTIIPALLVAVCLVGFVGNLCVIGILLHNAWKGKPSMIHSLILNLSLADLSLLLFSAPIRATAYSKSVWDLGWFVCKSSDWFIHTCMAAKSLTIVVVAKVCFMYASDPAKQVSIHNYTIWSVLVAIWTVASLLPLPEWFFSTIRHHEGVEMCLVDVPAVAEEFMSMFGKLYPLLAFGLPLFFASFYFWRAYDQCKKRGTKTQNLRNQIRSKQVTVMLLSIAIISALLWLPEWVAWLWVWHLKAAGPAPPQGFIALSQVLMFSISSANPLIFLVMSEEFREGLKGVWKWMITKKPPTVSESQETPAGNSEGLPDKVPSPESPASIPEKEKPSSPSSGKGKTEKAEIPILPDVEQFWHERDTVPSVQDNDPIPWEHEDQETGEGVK
TEAD-YAP inh – TEAD-YAP interaction inhibition | 640,000 compounds, 1.4% hits | inhibition, % at 9.12 µM | HEK-TIYL cells, TEAD-Gal4/YAP UAS-luciferase luminescence; in the data active = inhibition above about 32%;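 also: 0% = median of test compound wells and 100% = reference inhibitor wells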
MITF primary – blocks human microphthalmia-associated transcription factor; O75030; AlphaScreen MITF homodimerization, bead proximity signal; inhibition, % at 2.6 µM; 650,000 compounds, 0.91% hits; AID 1259374; in the data active = inhibition above about 50%;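 also: 0% = vehicle wells with protein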
Target sequence (O75030 whole entry, looked up): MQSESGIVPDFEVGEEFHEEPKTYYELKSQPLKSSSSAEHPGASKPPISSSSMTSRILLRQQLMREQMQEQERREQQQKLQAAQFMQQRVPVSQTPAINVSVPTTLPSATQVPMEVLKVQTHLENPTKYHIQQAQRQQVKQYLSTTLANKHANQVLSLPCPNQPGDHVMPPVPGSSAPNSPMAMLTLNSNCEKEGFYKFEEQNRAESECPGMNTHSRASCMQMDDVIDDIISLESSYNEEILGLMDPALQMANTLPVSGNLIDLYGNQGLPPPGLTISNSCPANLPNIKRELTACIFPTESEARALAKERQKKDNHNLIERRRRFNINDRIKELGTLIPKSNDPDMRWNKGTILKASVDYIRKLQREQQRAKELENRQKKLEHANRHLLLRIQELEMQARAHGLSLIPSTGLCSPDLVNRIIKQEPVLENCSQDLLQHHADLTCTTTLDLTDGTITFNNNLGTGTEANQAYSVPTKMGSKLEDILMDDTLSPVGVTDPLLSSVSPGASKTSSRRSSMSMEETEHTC
FBW7 act – human FBW7 E3 ligase activation, primary screen; Q969H0; AlphaScreen FBW7–phospho-cyclin E peptide binding, activator screen; normalized activity (activation), % at 26.1 µM; 650,000 compounds, 0.13% hits; AID 1259310; in the data active = normalized activity above about 1.9%;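 also: purified mutant Fbw7 with reduced substrate affinity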
An asterisk follows results filed as active; . = no result given; & = joins results of further samples.

SMILES	GPR151 activ	TEAD-YAP inh	MITF primary	FBW7 act
NC(=O)CCn1cc(/C=C2\Cc3ccccc3C2=O)c2ccccc21	1.3	0	-6	0.0
O=C(CCn1c(=O)oc2ccccc21)NCCC(c1ccccc1)c1ccccc1	-0.7	7	1	-0.1
O=C1OC(N2CCN(C(=O)c3ccco3)CC2)c2ccccc21 (centres undefined)	0.2	7	12	0.0
CC(=O)c1c(C)oc2c(Cl)cc(NS(=O)(=O)c3ccccc3C)cc12	1.8	11	-9	0.0
CC1=C(c2ccc(C)cc2)S(=O)(=O)N=C1Nc1cc(-c2ccccc2Cl)no1	1.6	0	7	-0.1
COC(=O)c1cc(S(=O)(=O)Nc2cccc(C)c2C)c[nH]1	-0.1	16	8	0.5
CC(C)CNc1nccn2c(-c3cccnc3)cnc12	-1.0	-79	-12	-0.2
CCc1ccc(C2C(C(=O)OC)=C(C)N=C3SCCC(=O)N32)cc1 (centres undefined)	0.7	-6	19	0.1
CCOC(=O)c1sc(N)c(C#N)c1COC(=O)c1nn(C)c(=O)c2ccccc12	-1.2	-4	20	0.7
Cc1cccc(Cn2cc[n+](C)c2C)c1	0.9	3	-5	0.0
O=C(CCC1(Cc2ccc(F)cc2)CCC(=O)N1)NC1C2CC3CC1CC(O)(C3)C2 (centres undefined)	0.1	-1	5	0.0
CC(C)(C)NC(=O)c1nn2c(c1Br)NC(c1ccccc1)CC2C(F)(F)F (centres undefined)	1.4	-2	-2	-0.1
Cc1ccc(O)c(C=Nc2cc(C)on2)c1	0.8	10	-33	0.1
Cc1ccc(NS(=O)(=O)c2ccc3c(c2)OCCN3C)c(C)c1	1.5	12	9	0.5
C=CCC(O)(CC=C)C(C)NCc1c(C(=O)N2CCCC2)nc2sccn12 (centres undefined)	-0.6	-3	4	0.2
C[C@H]1C(=O)N(C)CCN1C(=O)c1ccc(OC2CCN(Cc3ccccn3)CC2)cc1	0.2	9	11	0.1
COc1cccc2c(SCC(=O)Nc3ccc4c(c3)OCCO4)nccc12	-1.1	51*	9	0.4
COc1ccc(C(=O)NCC(=O)OCc2ccc(C(C)(C)C)cc2)cc1	0.1	1	-20	-0.1
CCOCCOC(=O)C1=C(C)NC2=C(C(=O)CC(C)(C)C2)C1c1cc(Br)c(O)c(OC)c1 (centres undefined)	-2.3	3	14	0.3
O=C(COc1cccc([N+](=O)[O-])c1)N/N=C/c1cc([N+](=O)[O-])cc(Br)c1O	0.8	1	-13	0.0
CCOC(=O)C1CCCN(CCC(=O)Nc2ccc3c(c2)CCC3)C1 (centres undefined)	-0.1	7	-1	-0.2
O=C(N/N=C1\C2CN3CCN(C2)CC1(Cc1ccccc1)C3)c1ccc(F)cc1	-1.7	-32	-2	-0.1
CCOc1ccc(C[C@@H](N)c2nc3ccc(-c4cn[nH]c4)cc3c(=O)[nH]2)cc1	-1.4	14	18	0.6
Cc1nccc2[nH]c(=O)c(C(=O)NCc3ccco3)cc12	-0.4	4	0	0.1
O=C(NC(=S)Nc1ccc(S(=O)(=O)N2CCCC2)cc1)c1ccc(F)cc1	1.0	0	0	-0.2
Cc1ccc(S(=O)(=O)/C=C/C#N)cc1	3.3	.	-8	-0.1
COc1ccc(C)cc1Nc1cc(C)c2ccccc2n1	-0.6	7	-5	0.0
O=C(Nc1ccc(Br)cc1)N1CCC(CN2CCCCC2)CC1	-1.2	6	8	0.1
CC1(C)CC(N2CCOCC2)=C/C(=N\c2ncn[nH]2)C1	1.0	-4	-2	-0.1
O=C(Nc1ccccc1N(C(=O)C1CC1)S(=O)(=O)c1cccs1)C1CC1	5.0*	3	3	-0.1
COc1ccc(C2C=C(c3ccc(C)cc3)Nc3nnnn32)cc1OC (centres undefined)	-0.1	4	3	-0.1
CS(=O)(=O)N1N=C(c2c(-c3ccccc3)c3cc(Cl)ccc3[nH]c2=O)CC1c1ccccc1 (centres undefined)	-1.0	1	-6	-0.1
C=CCC1(CC=C)CCCN1C(=O)CC1C(=O)NCCN1Cc1cccc2ccccc12 (centres undefined)	2.5	6	9	0.0
CC(C)(C)C(=O)Nc1ccc(I)cc1C(=O)O	0.1	3	-14	0.2
COC(=O)C1=C(C)NC2=C(C(=O)CC(C)(C)C2)C1c1coc2ccc(C)cc2c1=O (centres undefined)	0.1&1.4	0&4	-1&-4	-0.4&0.0
Cc1ccc(NC(=O)c2snc3c(=O)[nH]cnc23)c(C)c1	-0.3	-8	-5	-0.2
CN(C(=O)COC(=O)c1cc([N+](=O)[O-])ccc1Cl)c1ccccc1	-0.4	-1	-4	0.0
COC(=O)c1cnn2c(C(F)(F)F)cc(C)nc12	-0.3	10	3	0.0
Cn1c(=O)c2c(ncn2Cc2ccc(C#N)cc2)n(C)c1=O	0.1	-3	5	0.1
O=C(CSc1ncccc1-c1nc2ccccc2[nH]1)N1CCCCC1	0.5	1	9	0.3

Molecules from the list above containing a CF3 group, in the order listed:
SMILES	GPR151 activ	TEAD-YAP inh	MITF primary	FBW7 act
CC(C)(C)NC(=O)c1nn2c(c1Br)NC(c1ccccc1)CC2C(F)(F)F (centres undefined)	1.4	-2	-2	-0.1
COC(=O)c1cnn2c(C(F)(F)F)cc(C)nc12	-0.3	10	3	0.0

Additional structures.
SMILES	GPR151 activ	TEAD-YAP inh	MITF primary	FBW7 act
COc1ccc(/C=C(\C#N)C(=O)NC2CCS(=O)(=O)C2)cc1OC (centres undefined)	-1.1	-9	3	0.1
Cc1occc1-c1nnc(SCC(=O)Nc2nccs2)n1Cc1ccccc1	-1.0	-16	0	0.0
CN1CCN(CC(O)COc2ccc(C34CC5CC(CC(C5)C3)C4)cc2)CC1 (centres undefined)	2.4	-3	11	0.8
COc1ccc(F)cc1S(=O)(=O)NCC1(O)CCCC1	-0.2	2	7	0.1
CCCCN(CCCC)C(=O)CCNS(=O)(=O)c1cc(Br)cnc1N	-0.6	9	8	-0.2
CCCC1CCC(c2nc(-c3ccc(Cl)cc3)no2)CC1 (centres undefined)	-0.9	-2	8	0.1
COc1ccc(-c2nnnn2C)cc1S(=O)(=O)Nc1ccc(Cl)cc1	-0.6	14	-2	0.0
CN(CCn1ccnc1)C(=O)CC1C(=O)NCCN1Cc1ccccc1C(F)(F)F (centres undefined)	3.6	8	-3	0.2
O=C(CSc1n[nH]c(-c2ccco2)n1)Nc1nccs1	-0.7	3	9	0.1
COC(=O)C1=CN(C(C)C)C=C(C(=O)OC)C1c1ccc(OC)cc1OC	0.1	1	-3	0.0
CCCN1CCN(C(=O)c2cc(COc3ccc(F)cc3F)on2)CC1	-0.5	4	8	0.7
C/C(=N\NC(=O)c1cccnc1)c1ccc2c(c1)C1C=CCC1C(c1ccccc1)N2 (centres undefined)	-0.2	-1	4	0.0
CCOC(=O)c1[nH]c(C)c(C(=O)Nc2cccc(Cl)c2C)c1C	-1.1	20	9	-0.3
Cc1ncn(-c2ccc(Nc3nccc(-c4ccc(C#N)c(NC(C)C)c4)n3)cc2)n1	0.3	48*	1	0.0
COc1ccc(CN2CCc3nnc(C(C)NC(=O)C(C)C)n3CC2)c(Cl)c1OC (centres undefined)	-0.2	-13	8	0.1
COC(=O)c1c(OC(C)C)cc(=O)n2c1CCN(Cc1cnc(C)[nH]1)CC2	-1.0	-15	-9	-0.3
CC(C)N(CCNc1nc(Nc2ccc(C(F)(F)F)cc2)nc2c1ncn2-c1ccsc1)C(C)C	1.0	12	-3	-0.1
CCOC(=O)CSc1nc2ccccc2c(=O)n1-c1ccccc1C	-0.4	-1	11	0.1
Cc1c(S(=O)(=O)N2CCc3ccccc3C2CN2C(=O)c3ccccc3C2=O)sc2ccc(Cl)cc12 (centres undefined)	-0.1	-2	7	0.1
O=C(COc1cccc([N+](=O)[O-])c1)N/N=C/C=N/NC(=O)COc1cccc([N+](=O)[O-])c1	-0.3	2	15	0.3

Arranged by length of the SMILES (ascending): part of the list above
SMILES	GPR151 activ	TEAD-YAP inh	MITF primary	FBW7 act
O=C(CSc1n[nH]c(-c2ccco2)n1)Nc1nccs1	-0.7	3	9	0.1
CCCN1CCN(C(=O)c2cc(COc3ccc(F)cc3F)on2)CC1	-0.5	4	8	0.7
Cc1c(S(=O)(=O)N2CCc3ccccc3C2CN2C(=O)c3ccccc3C2=O)sc2ccc(Cl)cc12 (centres undefined)	-0.1	-2	7	0.1

The listing continues:
SMILES	GPR151 activ	TEAD-YAP inh	MITF primary	FBW7 act
C1=C(CCNc2nnnn2-c2ccccc2)CCCC1	0.3	4	3	-0.1
CC(C)[C@@H](CO)NC(=O)c1cnc2scc(-c3ccccc3Cl)n2c1=O	1.0	-1	12	-0.2
Cc1cc(C(=O)NCc2nnc3n2CCN(Cc2cc4ccccc4[nH]2)CC3)c(C)o1	-0.9	1	4	0.0
O=C1CCCN1CCCNc1cc(Nc2ccc(C(F)(F)F)cc2)ncn1	-0.1	-6	9	0.1
O=C(CCNc1ccc(Br)cc1)c1cccc([N+](=O)[O-])c1	-0.9	-2	-3	0.0
Cc1cccc(C)c1NC(=O)CONc1ncnc2nonc12	0.9	8	-17	0.1
Cn1c(=O)c2c(nc(-n3ccnc3)n2Cc2ccc([N+](=O)[O-])cc2)n(C)c1=O	5.0*	-1	16	0.3
CSc1ccccc1NC(=O)c1ccc(N2CC3CC(C2)c2cccc(=O)n2C3)c(NC(=O)c2c(F)cccc2F)c1 (centres undefined)	0.2	-6	-2	0.0
CCOC(=O)C1=CN(c2ccc(C)cc2)C=C(C(=O)OCC)C1c1cccc(F)c1	0.0	-4	-8	0.3
CCOC(=O)N1CCc2c(sc(NC(=O)CCc3ccccc3)c2C#N)C1	0.4	54*	-4	-0.1
CN(C)CCOC1=Cc2ccccc2Sc2ccc(Cl)cc21	5.7*	.	12	0.7
CCC/C(=N\NC(=O)c1cccnc1)c1ccccc1	1.0	3	-18	0.0
CC(C)c1[nH]nc2c1C1(C(=O)N(CC(=O)O)c3ccccc31)C(C#N)=C(N)O2 (centres undefined)	-1.7	-1	-4	0.0
Cc1cc(OCC(=O)NCCCN2CCCC2=O)ccc1Cl	2.0	0	0	-0.1
COc1cccc(/C=N/NC(=O)Cc2cccn2C)c1	1.7	-6	21	0.5
COc1ccc(-n2ncc3c(N4CCN(Cc5ccccc5)CC4)ncnc32)cc1	-0.7	0	-12	0.0
CCOc1ccc(C(=O)N/N=C/c2ccc3ccccc3c2)cc1	0.5	-21	2	0.0
CCC(Sc1nc(-c2cccc(OC)c2)c(C#N)c(=O)[nH]1)C(=O)N1c2ccccc2Sc2ccccc21 (centres undefined)	0.1	-1	8	0.8
COc1cc(C(=O)O)ccc1OCc1ccc(C)cc1	-4.1	5	12	0.0
NC(=O)C[C@H](NC(=O)c1ccc(Cl)cc1)C(=O)NCC1CCCCC1	-1.2	-14	9	0.3

Structural class: the compounds so far containing a nitro group on carbon
SMILES	GPR151 activ	TEAD-YAP inh	MITF primary	FBW7 act
O=C(COc1cccc([N+](=O)[O-])c1)N/N=C/c1cc([N+](=O)[O-])cc(Br)c1O	0.8	1	-13	0.0
CN(C(=O)COC(=O)c1cc([N+](=O)[O-])ccc1Cl)c1ccccc1	-0.4	-1	-4	0.0
O=C(COc1cccc([N+](=O)[O-])c1)N/N=C/C=N/NC(=O)COc1cccc([N+](=O)[O-])c1	-0.3	2	15	0.3
O=C(CCNc1ccc(Br)cc1)c1cccc([N+](=O)[O-])c1	-0.9	-2	-3	0.0
Cn1c(=O)c2c(nc(-n3ccnc3)n2Cc2ccc([N+](=O)[O-])cc2)n(C)c1=O	5.0*	-1	16	0.3

The list goes on.
SMILES	GPR151 activ	TEAD-YAP inh	MITF primary	FBW7 act
O=C(Cn1cnc2ccccc2c1=O)Nc1nnc(C2CC2)s1	-1.3	4	5	0.0
COc1ccccc1C1CC(=O)NC1=O (centres undefined)	-1.1	14	5	0.1
OCCN1CCN(c2ncc(-c3ccc4ccccc4c3)n3ccnc23)CC1	0.7	5	-14	-0.5
CC1Cc2ccccc2N1C(=O)CSc1nnc(C(F)(F)F)n1N (centres undefined)	-2.5	10	11	0.1
CCCCC/C(=N\NC(N)=O)c1ccccc1	0.1	7	4	0.5
COc1ccc(/C=C2/SC(=S)N(CC(=O)O)C2=O)c2ccccc12	0.5	-9	-6	0.0
Cc1cc2cc3c(cc2n2c(=O)[nH]nc12)OCO3	0.8	-2	5	0.1
O=C(Nc1ccc(Br)cc1)C1CCN(C(=O)Cc2ccccc2)CC1	-1.8	8	15	0.2
Cc1ccc(C23CC4CC(CC(C(=O)NCC(=O)O)(C4)C2)C3)cc1	-1.0	4	-3	-0.3
CC(C)OC(=O)CSc1nnc(Cc2ccccc2)n1Cc1ccco1	0.9	-2	18	0.0
CC(C)(C)NC(=O)CN1CCC(C(=O)c2ccc(Cl)cc2)CC1	2.5	-2	-7	-0.3
Cc1sc2ncnc(SCC(=O)Nc3cccc(F)c3)c2c1C	-0.3	11	1	0.0
COc1cccc(C=C2C(=O)NC(=O)NC2=O)c1O	-0.2	2	4	-0.8
CN1CCCN(c2cc(-c3ccc(Cl)cc3)ncn2)CC1	-0.6	-10	5	-0.3
CCSc1nc2c(c(=O)n1-c1ccccc1)SCC2	-1.1	-5	15	0.1

Single entries from the entries so far:
Reading of CC1Cc2ccccc2N1C(=O)CSc1nnc(C(F)(F)F)n1N (centres undefined) in FBW7 act: 0.1
Reading of OCCN1CCN(c2ncc(-c3ccc4ccccc4c3)n3ccnc23)CC1 in FBW7 act: -0.5
Reading of Cc1ccc(C23CC4CC(CC(C(=O)NCC(=O)O)(C4)C2)C3)cc1 in FBW7 act: -0.3
Reading of Cc1sc2ncnc(SCC(=O)Nc3cccc(F)c3)c2c1C in GPR151 activ: -0.3
Reading of CN1CCCN(c2cc(-c3ccc(Cl)cc3)ncn2)CC1 in FBW7 act: -0.3

Hits appear at their usual frequency; about 3.4% have a hit in one of these screens.
